Compound activity from PubChem BioAssay.
GRP78 ERSR act = induces the endoplasmic reticulum stress response in human glioma cells; hit rate 0.02% among 420,000; Potency, µM, for inactives: at the top dose activation, actives largely listed as activators; U87-MG GRP78 promoter luciferase reporter, 16 h; note: potency is the fitted concentration of half-maximal effect; series mostly up to about 76 µM; % of control where 0% means no effect; nearly all actives have a fitted effect of over 35% in size
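ERSR induction read as luciferase luminescence (Bright-Glo, 10 min at room temperature) in stably transfected human U87-MG glioma cells exposed to compounds for 16 h, using GRP78 as sensor.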
LDHA inh = LDHA (human) enzyme inhibition; hit rate 0.15% among 480,000; purified LDHA, NADH/diaphorase-resazurin fluorescence; hits give low values; P00338; activity change, % (values are at about 110 or 230 µM); AID 1347041; in the data active = activity change below about -30%; inconclusive = mostly about -25% to -30%;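 note: plate controls were DMSO wells for no effect and wells without enzyme for full effect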
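Human LDH5 (2 nM) was incubated with 0.06 mM NADH and 0.2 mM pyruvate for 5 min at room temperature in Tris pH 7.4. Remaining NADH was coupled through diaphorase/resazurin, and resorufin fluorescence was read at 0 and 20 min.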
TrxR1 substrate = substrates of rat thioredoxin reductase 1; O89049; purified TrxR1 substrate turnover, NADPH consumption readout; Potency, µM (titrated, usually from 114 µM), inactives show at the top dose activity change, negative = substrate turnover; hit rate 0.01% among 390,000; AID 588456; note: potency is the fitted concentration of half-maximal effect; % is set by controls: 0 for no effect and ±100 for the full control effect; nearly all actives have a fitted effect of over 50% in size
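Rat TrxR1, dispensed at 90 nM, was prereduced with 400 uM NADPH (final) for 5 min at ~22 deg C, then incubated with compound 15 min before 400 uM selenite. A first-read NADPH fluorescence drop versus no-compound background flagged substrates.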
Vif-APOBEC3G blk = Vif-A3G binding inhibition | Q9HC16 | HeLa A3G-eYFP + Vif (tagged APOBEC3G with the HIV-1 protein that degrades it), YFP fluorescence, overnight | Potency, µM (doses to about 46.1 µM), for inactives: at the top dose activity, negative = active, actives largely listed as inhibitors | hit rate 0.076% among 410,000 | AID 602310;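 note: potency is the fitted concentration of half-maximal effect; % is set by controls: 0 for no effect and ±100 for the full control effect; nearly all actives have a fitted effect of over 60% in size; hits raise eYFP signal because A3G escapes Vif-driven loss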
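Read-out is eYFP fluorescence (Ex 488/Em 500-530) from Vif-expressing HeLa A3G-eYFP cells; more signal means A3G escaped Vif-mediated degradation. Cells plated overnight, compound pinned in, incubated overnight at 37 deg C.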
USP1-UAF1 inh = inhibitors of human USP1/UAF1 deubiquitinase | recombinant USP1/UAF1, Ub-Rhodamine cleavage fluorescence | O94782 | Potency, µM (series often up to 57.1 µM), for the others: at the highest dose activity change, negative = inhibition, usual class: inhibitors | hit rate 0.23% among 390,000; note: potency is the fitted concentration of half-maximal effect; % is set by controls: 0 for no effect and ±100 for the full control effect; nearly all actives have a fitted effect of over 60% in size; inactives centre near -12
Target sequence (O94782 whole entry, looked up): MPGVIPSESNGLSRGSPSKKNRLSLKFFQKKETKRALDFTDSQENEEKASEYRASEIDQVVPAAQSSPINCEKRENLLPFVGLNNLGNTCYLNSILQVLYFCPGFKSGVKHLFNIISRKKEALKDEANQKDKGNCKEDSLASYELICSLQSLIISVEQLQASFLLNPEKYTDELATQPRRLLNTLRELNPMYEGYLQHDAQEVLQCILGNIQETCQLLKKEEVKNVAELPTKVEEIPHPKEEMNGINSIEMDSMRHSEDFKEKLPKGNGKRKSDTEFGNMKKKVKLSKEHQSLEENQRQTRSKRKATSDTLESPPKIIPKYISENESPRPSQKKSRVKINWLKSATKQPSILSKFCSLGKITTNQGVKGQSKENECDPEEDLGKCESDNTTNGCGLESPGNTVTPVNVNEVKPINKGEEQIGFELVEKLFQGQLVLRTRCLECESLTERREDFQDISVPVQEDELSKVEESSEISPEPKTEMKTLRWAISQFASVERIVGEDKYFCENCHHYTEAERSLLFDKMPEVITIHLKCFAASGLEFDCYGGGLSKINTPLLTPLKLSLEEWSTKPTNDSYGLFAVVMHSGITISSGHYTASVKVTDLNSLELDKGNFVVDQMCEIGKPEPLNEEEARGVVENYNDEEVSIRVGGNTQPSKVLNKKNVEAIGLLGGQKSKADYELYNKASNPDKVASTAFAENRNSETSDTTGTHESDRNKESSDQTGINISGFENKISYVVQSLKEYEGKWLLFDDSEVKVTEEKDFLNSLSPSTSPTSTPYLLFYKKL
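USP1/UAF1 complex at 1 nM was preincubated with compound for 15 min at room temperature, then Ub-Rho substrate (150nM final) was added. Fluorescence (480/540 nm) was read kinetically, 6 reads every 60 seconds.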
RXFP1 ag = agonists of human relaxin receptor RXFP1. Potency, µM (top dose mostly 57.5 µM), inactives show top-dose activation, actives largely listed as activators. Q9HBX9. HEK293T-RXFP1 cAMP TR-FRET, 30 min; response scale: percent of porcine relaxin response, buffer zero. hit rate 0.3% among 370,000. AID 2676; note: potency is the fitted concentration of half-maximal effect; % is set by controls: 0 for no effect and ±100 for the full control effect; nearly all actives have a fitted effect of over 60% in size; many of its hits are not listed in these tables
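cAMP rise read by TR-FRET after 30 min, 37C compound exposure (up to 58 uM) in RXFP1-transfected HEK293 cells with Ro 20174 present. EC50 from Hill-equation fits, with 29 nM porcine relaxin as 100% and buffer as basal.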
Vif-A3F inh = Vif-A3F binding inhibition. AID 602313. hit rate 0.2% among 390,000. HeLa A3F-eYFP + Vif (tagged APOBEC3F with the HIV-1 protein that degrades it), YFP fluorescence increase. Potency, µM (doses to about 46.1 µM), inactives show at the top dose activity, negative = active; note: potency is the fitted concentration of half-maximal effect; % of control where 0% means no effect; nearly all actives have a fitted effect of over 65% in size
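HeLa cells stably expressing A3F-eYFP plus Vif, plated and incubated overnight at 37 deg C, then exposed to compounds overnight at 37 deg C. Blocked degradation read as raised yellow fluorescence (Ex 488/Em 500-530).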
PI4K2A inh = PI4K2A (human) kinase inhibition; purified PI4K2A, ADP-Glo luminescence, 1 h; hits give low values; activity change, negative = inhibition, % at 76.9 µM; hit rate 0.13% among 420,000; AID 1346378; in the data active = activity change below about -50%; inconclusive = mostly about -30% to -49%;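 note: -100% = wells without enzyme as full effect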
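In this quantitative HTS, ADP production by PI4K2A was quantified luminescently after 1 h at ambient temperature; 100 microM adenosine served as plate-quality control.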
IDH1 R132H inh = human IDH1 R132H inhibition; Potency, µM (titrated, usually from 76.6 µM), for inactives: at the top dose activity change, negative = inhibition, most hits filed as inhibitors; O75874; AID 602179; IDH1-R132H enzyme, NADPH consumption, diaphorase/resazurin fluorescence; hit rate 0.093% among 390,000; note: potency is the fitted concentration of half-maximal effect; % is set by controls: 0 for no effect and ±100 for the full control effect; nearly all actives have a fitted effect of over 65% in size
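IDH1-R132H (0.5 ug/mL dispensed) in pH 7.5 Tris buffer was preincubated 30 min with compound, then given a substrate mix of 0.016 mM NADPH and 2 mM alpha-KG for 80 min at room temperature; remaining NADPH was read by diaphorase/resazurin fluorescence.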
* = called active by the depositor; ? = inconclusive; · = no result given; & = joins results of further samples; [ ] = dose if it differs, or a comment. Unless noted, calls come from the whole dose curve; as a rule, active = well fitted curve in the direction sought with a large enough effect; inconclusive = small, poorly fitted or top-dose-only effect, or another doubt; inactive = no such curve, though single readings can be large; an effect the other way counts as inactive or inconclusive.

Preview (4 entries):
cpd | mol | GRP78 ERSR act | LDHA inh | TrxR1 substrate | Vif-APOBEC3G blk | USP1-UAF1 inh | RXFP1 ag | Vif-A3F inh | PI4K2A inh | IDH1 R132H inh
1 | COc1ccc(-c2cc(C(=O)Nc3ccccc3SC)no2)cc1OC | -3% | -11 | 33%[activator] | 0% | -7% | 1.5% | -2% | -7 | 9%
2 | CC(C)CC(=O)CC1(O)C(=O)Nc2ccccc21 (configuration not stated) | -4% | 0 | -5% | 0% | -11% | -1.0% | 5% | -6 | -7%
3 | Cc1cc(C)cc(OCC(=O)NC(Cc2c[nH]c3ccccc23)C(=O)O)c1 (configuration not stated) | · | -13 | 1% | · | -17% | -1.7% | · | 0 | ·
4 | CCC1SC(CC)C(=O)N(CC(=O)NCCc2ccccc2)C1=O (configuration not stated) | -4% | -11 | -10% | 5% | 5% | 3.7% | ? | 0 | -9%

This part in full, repeating the preview:
cpd | mol | GRP78 ERSR act | LDHA inh | TrxR1 substrate | Vif-APOBEC3G blk | USP1-UAF1 inh | RXFP1 ag | Vif-A3F inh | PI4K2A inh | IDH1 R132H inh
1 | COc1ccc(-c2cc(C(=O)Nc3ccccc3SC)no2)cc1OC | -3% | -11 | 33%[activator] | 0% | -7% | 1.5% | -2% | -7 | 9%
2 | CC(C)CC(=O)CC1(O)C(=O)Nc2ccccc21 (configuration not stated) | -4% | 0 | -5% | 0% | -11% | -1.0% | 5% | -6 | -7%
3 | Cc1cc(C)cc(OCC(=O)NC(Cc2c[nH]c3ccccc23)C(=O)O)c1 (configuration not stated) | · | -13 | 1% | · | -17% | -1.7% | · | 0 | ·
4 | CCC1SC(CC)C(=O)N(CC(=O)NCCc2ccccc2)C1=O (configuration not stated) | -4% | -11 | -10% | 5% | 5% | 3.7% | ? | 0 | -9%
5 | O=S(=O)(c1ccc2ccccc2c1)N1CCN(CCO)CC1 | -1% | -5 | 5%[57.1 µM] | -3% | -5% | -0.2% | 5% | 0 | -6%
6 | COc1ccc([C@H]2C[C@H](O)[C@@H](n3cc(COC(=O)c4ccccc4)nn3)CN2Cc2cccs2)cc1 | -4% | 0 | · | 2% | -2% | · | 9% | -1 | -1%
7 | Cc1cc(NC(=O)CCC(=O)N(CC(=O)NCC2CCCO2)c2ccc(C)c(C)c2)no1 (configuration not stated) | -5% | -5 | -16%[57.1 µM] | 0% | -19% | -2.4% | 0% | 1 | -2%
8 | CC1CCN(CCC(=O)Nc2ccc(Cl)cc2)CC1 | -4% | -4 | 0%[57.1 µM] | 4% | 5% | 0.4% | 5% | -6 | -7%
9 | Cc1cccc(N2CCN(S(=O)(=O)c3cc4c(cc3Cl)NC(=O)CO4)CC2)c1C | -3% | 2 | 18%[57.1 µM] | 0% | -10% | 7.8% | 3% | 0 | 0%
10 | Cc1ccccc1NS(=O)(=O)c1ccc(-c2ccc(=O)[nH]n2)o1 | -2% | -17 | 2% | -7% | -18% | -2.1% | -5% | -11 | -1%
11 | NC1=NC(c2ccc(F)cc2)n2c(nc3ccccc32)N1 (configuration not stated) | -1% | -2 | 7% | 0% | -12% | 0.5% | -1% | 4 | 1%
12 | Cc1occc1-c1nnc(-c2cc([N+](=O)[O-])cc([N+](=O)[O-])c2)o1 | 4% | -1 | -2%[57.1 µM] | -10% | -29% | 29% | -32% | 0 | -1%
13 | Cc1cc(C)c(C#N)c(Oc2ccccc2Br)n1 | -3% | -1 | -3% | -4% | -21% | 2.7% | 2% | -2 | 6%
14 | COc1cccc(-c2cn3nc(C)c(C)nc3n2)c1 | -13% | -1 | 21%[57.1 µM] | -13% | -23% | 0.6% | -6% | ? | 10%
15 | COc1ccc(Cc2noc(CN(C)CC3CCN(Cc4ccccc4)CC3)n2)cc1OC | -6% | -7 | 0% | 2% | -6% | -0.3% | -3% | 6 | -1%
16 | O=C(/C(Br)=C/Nc1cc(Cl)ccc1Cl)C(F)(F)F | -5% | -5 | -7% | 0% | -6% | 4.7% | -13% | 3 | 2%
17 | O=C(CSc1nccc(=O)[nH]1)Nc1ccc2c(c1)OCCO2 | -2% | -3 | 18%[57.1 µM] | 0% | -16% | 0.4% | 11% | -6 | 11%
18 | COc1ccccc1-c1nnc2sc(COc3ccc(Cl)cc3Cl)nn12 | -2% | -4 | 5% | 0% | -15% | 0.2% | 0% | -5 | 3%
19 | N#Cc1c(-n2ncnc2-c2cccc(Br)c2)sc2c1CCCCC2 | -4% | -15 | 0% | 3% | ? | 0.2% | -2% | -1 | 0%
20 | O=C(NCCN1CCCCC1)Nc1cccc(C(F)(F)F)c1 | -2% | 1 | -5%[57.1 µM] | 4% | -24% | 2.9% | -1% | -1 | 8%

Part of the list above, set out differently.
[13] Cc1cc(C)c(C#N)c(Oc2ccccc2Br)n1
[14] COc1cccc(-c2cn3nc(C)c(C)nc3n2)c1
[15] COc1ccc(Cc2noc(CN(C)CC3CCN(Cc4ccccc4)CC3)n2)cc1OC
[16] O=C(/C(Br)=C/Nc1cc(Cl)ccc1Cl)C(F)(F)F

assay / entry,13,14,15,16
GRP78 ERSR act,-3%,-13%,-6%,-5%
LDHA inh,-1,-1,-7,-5
TrxR1 substrate,-3%,21%[57.1 µM],0%,-7%
Vif-APOBEC3G blk,-4%,-13%,2%,0%
USP1-UAF1 inh,-21%,-23%,-6%,-6%
RXFP1 ag,2.7%,0.6%,-0.3%,4.7%
Vif-A3F inh,2%,-6%,-3%,-13%
PI4K2A inh,-2,?,6,3
IDH1 R132H inh,6%,10%,-1%,2%

Further structures follow.
Values run as follows: GRP78 ERSR act | LDHA inh | TrxR1 substrate | Vif-APOBEC3G blk | USP1-UAF1 inh | RXFP1 ag | Vif-A3F inh | PI4K2A inh | IDH1 R132H inh
21. NC(=O)C1CCN(Cc2cccc(OCc3ccccc3)c2)CC1
    -1% | -15 | 9%[57.1 µM] | 0% | -14% | -0.6% | 8% | 3 | 0%
22. O=C(CS(=O)(=O)c1ccccc1)NCc1ccccc1
    -1% | -7 | 5% | 2% | -8% | 1.6% | 0% | -2 | -14%
23. CCOc1ccc(C(=O)N(CC(=O)Nc2cccc(C)c2C)CC2CCCO2)cc1OC (configuration not stated)
    -4% | 3 | 7% | 2% | -4% | -0.4% | 6% | 1 | 0%
24. CCNC(=O)Nc1ccc(OC)cc1OC
    0% | -3 | -2% | 1% | 3% | -0.4% | 1% | -2 | 4%
25. Nc1nccc(SCc2ccc(Cl)cc2Cl)n1
    4% | 29 | -7% | -16% | ? | · | -3% | -7 | 7%
26. COc1ccc(-c2cc(C(=O)N3CCOCC3)no2)cc1OC
    5% | -5 | 0%[57.1 µM] | 0% | 5% | 0.5% | 3% | 7 | 1%
27. CC(C)Cn1c(N)c(C=O)c(=O)[nH]c1=O
    7% | -8 | 5%[57.1 µM] | 0% | -4% | 0.4% | 6% | -3 | 9%
28. Cc1ccc(CCNC(=O)c2sc3ncccc3c2-n2cccc2)cc1
    -3% | -3 | 6%[57.1 µM] | -5% | -19% | -0.4% | 3% | 4 | 12%
29. COc1ccc2[nH]c(=O)c(CN(C(=O)C3CCCO3)c3ccc(C)cc3)cc2c1 (configuration not stated)
    19% | -4 | 16%[57.1 µM] | 2% | -9% | -0.6% | -2% | -7 | 5%
30. CCC[N+]1(CC#CCC(c2ccccc2)c2ccccc2)CCCCC1
    2% | -4&0 | 7% | 4% | -12% | -2.7% | 3% | 2 | 6%
31. CCn1c(CC(=O)Nc2ccccc2OC)nnc1SCC(=O)Nc1ccccc1F
    -2% | -12 | -1% | 0% | -13% | 4.2% | 17% | 1 | -12%
32. N#Cc1ccc(C(=O)CSc2n[nH]c(=O)n2Cc2ccco2)cc1
    -6% | -5 | 6%[57.1 µM] | -2% | 1% | 0.0% | -10% | -1 | 0%
33. CSCCC(NC(=O)c1ccc(Cl)cc1Cl)C(=O)NNC(=O)c1csc(N2CCOCC2)n1 (configuration not stated)
    0% | -7 | -11% | 1% | -6% | -0.5% | 1% | 4 | -6%
34. COc1ccc(NC(=O)CSc2ncc(-c3ccc(Cl)cc3)[nH]2)cc1OC
    0% | -2 | -14% | -2% | -12% | -2.2% | -1% | 3 | 0%
35. CCc1ccc(NC(=O)CSc2ccc3nnc(CCNS(=O)(=O)c4ccc(OC)cc4)n3n2)cc1
    -3% | -1 | 8% | 0% | -16% | 9.5% | -1% | 1 | -12%
36. COc1ccccc1/C=C1\CCC(C2CCCC2)C1=O (configuration not stated)
    1% | -4 | -2% | 1% | -15% | 0.0% | -12% | -1 | -6%
37. O=C1/C(=N\S(=O)(=O)c2cccs2)C([n+]2cccc(Cc3ccccc3)c2)=C([O-])c2ccccc21
    -15% | 33 | 3%[57.1 µM] | -26% | ? | 0.7% | ? | -2 | 11%

This is a subset; the hit share may differ from the screen's.
